procasp3 activ: activators of human procaspase-3 D3A mutant, primary screen, biochemical, absorbance, PC-3 D3A mutant, single concentration; Caspase-3 (Homo sapiens), P42574; recombinant procaspase-3 D3A, Ac-DEVD-pNA absorbance 405 nm; AID 463141, 2010; actives 0.11% (n = 330,000); activation, % at 8.5 µM;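 active = activation above the mean of all tested compounds plus 3 SD, cut at about 21% in these data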;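 note: 0% = DMSO alone and 100% = DMSO wells spiked with extra 5 µM PC-3 D3A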
Target sequence (P42574 whole entry D9A/D28A/D175A): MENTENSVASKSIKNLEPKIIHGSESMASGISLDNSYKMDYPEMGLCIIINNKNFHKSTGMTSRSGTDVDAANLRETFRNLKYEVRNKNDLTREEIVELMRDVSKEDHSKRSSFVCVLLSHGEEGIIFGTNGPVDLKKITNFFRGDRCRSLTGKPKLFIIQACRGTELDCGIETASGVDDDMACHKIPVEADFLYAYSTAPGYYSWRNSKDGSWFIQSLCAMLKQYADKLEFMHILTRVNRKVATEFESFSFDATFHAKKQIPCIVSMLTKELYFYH
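Assay system: Procaspase-3 D3A mutant, all three cleavage aspartates alanine. Buffer or medium: Zinc-free HEPES saline buffer with Triton X-100. Times: 1 h compound preincubation, 2 h substrate hydrolysis at 25 °C. Measured by: 405 nm absorbance of p-nitroaniline, reads at 0 and 120 min. Read-out basis: percent activation relative to control range. Replicates: singlicate.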
VLA-4 inh: inhibition in human VLA-4 binding assay, primary screen, VLA-4 allosteric modulator project, MLPCN library, flow cytometry, VLA-4 expressing cells; Integrin alpha-4 (Homo sapiens), P13612; ligand binding flow cytometry; inhibition, % (about 7 µM as worked out from the volumes in the protocol); actives 0.2% (n = 330,000); AID 2557, 2010; in the data active = inhibition above about 50%
GRK2 aptamer HTS: compounds blocking aptamer binding on GRK2 – biochemical, human GRK2, bead flow cytometry, HTS, primary screen | inhibition of aptamer binding, % at 10 µM | actives 0.59% (n = 330,000) | FAM-aptamer displacement from GRK2;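 active = inhibition of aptamer binding above 40%, roughly 3 SD of noise, on plates passing a quality check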;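 note: median bead fluorescence of bound FAM aptamer so fluorescent compounds give negative values; no value below 0 was filed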
CTSL1 counter: Fasciola hepatica cathepsin L1 inhibitors, primary screen, counter-screen for PFM18AAP inhibitor project, biochemical, QFRET, fluorogenic peptide substrate; recombinant F. hepatica cathepsin L1, Z-Leu-Arg-MCA fluorescence; inhibition, % at 5.96 µM; actives 0.49% (n = 300,000); AID 1906, 2009;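 active = inhibition above the mean of all tested compounds plus 3 SD, set per screening campaign, cut at about 17% in these data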;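 note: 0% = plate median of test compound wells and 100% = 1 µM Z-Phe-Ala-diazomethylketone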
core dimer inh: inhibitors of HCV core protein dimerization, primary screen, biochemical, TR-FRET, high-throughput; TR-FRET GST/Flag-core106 dimerization, 1536-well; inhibition, % at 5 µM; actives 0.33% (n = 300,000); AID 1899, 2009;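 active = inhibition above the mean of all tested compounds plus 3 SD, set per screening campaign, cut at about 45% in these data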
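Material: Tagged HCV core106 pair (GST and Flag) | Amount: GST-core106 13.5 nM, Flag-core106 17 nM | Medium: KF-containing HEPES buffer, pH 7.45, DTT, CHAPS, BSA | Reagent: Eu donor and XL665 acceptor anti-tag antibodies | Schedule: 4 h at 22.5 °C | Technique: Time-resolved FRET, ex 340 nm, em 617 and 671 nm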
PP5 inh: PP5 phosphatase inhibitors, primary screen, biochemical, fluorescence. Serine/threonine-protein phosphatase 5 (Homo sapiens), P53041. purified PP5c, OMFP substrate fluorescence. inhibition, % at 6.7 µM. actives 0.18% (n = 320,000);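 active = inhibition above the campaign's mean inhibition across all tested compounds plus 3 SD, cut at about 9.5% in these data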;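 note: 0% = DMSO only and 100% = 100 µM cantharidin control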
proCasp7 act: procaspase-7 activators, primary screen, counter-screen for procaspase-3 activator project, biochemical, absorbance, HTS, human; Caspase-7 (Homo sapiens), P55210; activation, % at 8.5 µM; actives 0.093% (n = 330,000); recombinant procaspase-7, Ac-DEVD-pNA absorbance 405 nm; D23A/D198A/D206A triple mutant, cannot self-cleave; scale: DMSO 0, 5 µM enzyme 100;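 active = percent activation above the screen-wide mean plus 3 SD, cut at about 25% in these data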
Target sequence (P55210 whole entry D23A/D198A/D206A): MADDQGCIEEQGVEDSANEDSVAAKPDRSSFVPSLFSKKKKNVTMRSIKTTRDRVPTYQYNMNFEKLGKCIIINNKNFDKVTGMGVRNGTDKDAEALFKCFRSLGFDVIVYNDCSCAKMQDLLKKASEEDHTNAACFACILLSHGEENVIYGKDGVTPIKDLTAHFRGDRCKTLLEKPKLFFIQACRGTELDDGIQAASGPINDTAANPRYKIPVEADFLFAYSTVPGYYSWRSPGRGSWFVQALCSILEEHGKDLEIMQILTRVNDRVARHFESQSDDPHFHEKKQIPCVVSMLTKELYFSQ
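Material: Procaspase-7 triple mutant (PC-7 D3A) | Quantity: 2 µM procaspase-7 mutant as dispensed | Reagent: DEVD-pNA substrate | Times: 1 h preincubation, 2 h reaction | Technique: 405 nm absorbance of p-nitroaniline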
GASC-1 inh: inhibitors of GASC-1 histone demethylase, primary screen, biochemical, fluorescence, DELFIA europium. GST-JMJD2C(1-420) H3K9me3 demethylation. inhibition, % at 2.35 µM. actives 0.069% (n = 330,000). AID 2099, 2009;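 active = more than half of a compound's replicate wells show inhibition beyond 50%, single wells judged on their own value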;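 note: signal counts dimethyl H3K9 product captured on neutravidin plate; 0% = median of DMSO wells and 100% = 0.3 times that DMSO median; strong numbers were not always called active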
Target sequence (Q9H3R0 1-420 limits assumed): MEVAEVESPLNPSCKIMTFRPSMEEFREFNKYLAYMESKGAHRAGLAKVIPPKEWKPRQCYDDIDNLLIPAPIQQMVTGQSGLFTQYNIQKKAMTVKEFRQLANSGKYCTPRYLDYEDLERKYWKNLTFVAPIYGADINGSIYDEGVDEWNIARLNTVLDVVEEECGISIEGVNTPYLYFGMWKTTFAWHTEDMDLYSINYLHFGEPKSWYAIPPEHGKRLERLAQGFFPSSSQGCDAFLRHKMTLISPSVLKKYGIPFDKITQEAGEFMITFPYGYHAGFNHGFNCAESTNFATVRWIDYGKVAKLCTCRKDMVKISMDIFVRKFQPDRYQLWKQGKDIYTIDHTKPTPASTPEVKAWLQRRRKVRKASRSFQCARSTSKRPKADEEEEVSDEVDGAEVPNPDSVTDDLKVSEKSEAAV
PP1 inh: PP1-alpha phosphatase inhibitors, primary screen, counter-screen for PP5 inhibitor project, biochemical, fluorescence, OMFP substrate, single point; Serine/threonine-protein phosphatase PP1-alpha catalytic subunit (Homo sapiens), P62136; purified PP1alpha; inhibition, % at 6.7 µM; actives 0.9% (n = 320,000); AID 2235, 2010;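 active = inhibition above the mean inhibition of all tested compounds plus 3 SD, computed separately for each screening campaign, cut at about 15% in these data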
Active calls of the source: *; . = not tested or not shown.

SMILES	procasp3 activ	VLA-4 inh	GRK2 aptamer HTS	CTSL1 counter	core dimer inh	PP5 inh	proCasp7 act	GASC-1 inh	PP1 inh
COc1ccc(/C=N/NC(=O)c2ccn[nH]2)cc1COc1ccc(Cl)cc1Cl	-1.2	10.7	0.0	-2.7	8.7	3.5	-3.0	-6.4	4.6
COC(=O)c1ccc(OCCCCN2CC(C)OC(C)C2)cc1 (stereo not given)	-3.9	-6.3	3.0	-1.3	5.3	-1.4	-0.2	-13.3	7.7
c1cnc2nc(CSc3ncn[nH]3)cn2c1	5.7	18.3	0.0	8.7	-1.5	-4.9	-0.4	0.2	-2.4
O=C(OCc1nc2ccsc2c(=O)[nH]1)c1cc(Br)c(Br)s1	-0.6	3.5	0.0	-4.7	5.5	-2.0	1.9	-2.7	-3.7
CC(OC(=O)CCc1nc2ccccc2[nH]c1=O)C(=O)c1ccccc1 (stereo not given)	0.6	-4.5	0.0	-17.2	-1.1	2.4	4.1	3.9	-0.9
CCOC(=O)c1cnn(-c2nc(-c3cccc(F)c3)cs2)c1C(F)(F)F	-1.6	11.4	0.0	1.4	13.1	-2.0	3.6	10.0	-5.0
Cc1onc(-c2ccccc2Cl)c1C(=O)N1CCN=C1SCc1cccnc1	4.7	8.2	1.0	2.2	-4.8	5.0	-1.2	3.1	0.7
COc1cc(C(=O)OC2CCN(C)CC2)cc(OC)c1OC	4.1	2.7	0.0	3.2	3.6	-1.3	-6.4	0.6	0.1
O=c1[nH]c(CSc2ncc(C(F)(F)F)cc2Cl)nc2cc(C(F)(F)F)ccc12	5.8	1.6	0.0	-0.6	13.2	0.2	1.6	-5.1	-1.0
O=C1COc2ccc(S(=O)(=O)NCc3ccc(Cl)cc3)cc2N1	5.3	-1.6	0.0	-2.8	-3.9	2.5	5.2	-14.4	-1.6
COc1ccc(-c2nnc(SCc3nc4ccccc4s3)n2C(C)C)cc1	-3.9	8.5	0.0	-0.8	17.7	0.4	4.9	4.3	1.9
COc1ccccc1NC(=S)N1C2CCC1CC(NC(=O)NC13CC4CC(CC(C4)C1)C3)C2 (stereo not given)	7.1	7.0	46.0*	2.7	3.2	-0.1	-13.2	-14.0	2.2
O=C1[C@H]2[C@@H](c3ccc(F)cc3)N3C(=O)N(c4ccccc4)C(=O)[C@@]3(Cc3ccccc3)[C@H]2C(=O)N1C1CCCCC1	4.7	18.0	5.0	-4.9	13.9	4.0	-4.8	-8.9	5.4
CC(CC(=O)N(C)CC(=O)Nc1ccc(N2CCOCC2)cc1)c1ccccc1 (stereo not given)	-3.2	-0.7	3.0	-2.9	-4.8	-1.9	2.2	-2.8	-3.1
COc1cc(OC)cc(C(=O)N2CCCC(c3nc(-c4ccc(C)o4)no3)C2)c1 (stereo not given)	1.9	9.9	3.0	2.9	10.0	2.1	-1.0	12.5	-0.2
Cc1nnc(NC(=O)C2CCN(c3cnccn3)CC2)s1	-0.2	1.2	4.0	-2.1	-2.4	0.4	4.7	2.3	-2.2
C=CCn1c(-c2ccc3[nH]c(C)c(C)c3c2)n[nH]c1=S	-21.3	10.8	0.0	-0.3	1.8	0.9	-27.8	5.3	-0.2
CNC(=O)c1cc2ccc(OC)cc2oc1=O	1.2	3.5	0.0	6.3	-1.1	0.8	7.2	-1.3	-0.5
CN(C)CC1CCCCC1OC(=O)c1ccc(Br)cc1 (stereo not given)	-0.6	1.5	0.0	-13.8	2.8	-0.5	-9.2	-2.5	-0.8
COc1cc(/C=C2\NC(=O)NC2=O)cc(Br)c1OC	3.6	-0.5	0.0	-1.4	3.1	2.0	15.5	20.4	-2.4
O=C(CSc1nc2ccccc2s1)Nc1cc(S(=O)(=O)N2CCOCC2)ccc1O	-5.1	.	0.0	1.6	-9.9	0.2	-19.2	3.7	-1.6
Cc1ccc(OCC(=O)Nc2cccc3nsnc23)c(C)c1	-5.6	-5.4	0.0	0.7	4.5	-1.0	-4.6	-6.8	-2.6
Nc1cc(=O)[nH]c(SCC(=O)NNC(=O)Cc2ccccc2)n1	-3.7	-3.6	1.0	3.6	-1.5	2.6	16.1	-11.3	3.9
Fc1ccc2[nH]c3c(N4CCN(c5ccccc5)CC4)ncnc3c2c1	2.9	-3.3	0.0	5.0	0.7	3.7	3.4	-10.5	3.1
Cc1cccc(NC(=O)c2ccc(S(=O)(=O)C(F)F)cc2)c1C	5.5	15.8	0.0	-2.2	-7.1	1.5	-5.2	9.6	-0.9
Cc1ccccc1Nc1nc(N)nc(CSc2n[nH]c(N)n2)n1	7.2	2.7	2.0	-2.7	-2.5	-0.2	0.6	-8.2	0.5
COc1ccc(-c2nc3cc(C)ccn3c2NCC2CCCO2)cc1OC (stereo not given)	-4.8	10.3	0.0	-0.8	-7.0	-1.7	7.8	0.4	-3.7
O=C1C=CC(=O)N1c1ccc(I)cc1Cl	4.4	18.3	0.0	0.2	-0.4	-0.6	-14.3	-9.2	-3.3
Cc1ccc(NC(=O)COC(=O)Cn2c(C)csc2=O)cc1	5.3	8.8	0.0	-2.1	-0.9	-3.1	-1.3	2.2	-0.7
O=C(NC1CCCCC1)C1(S(=O)(=O)c2ccc(Cl)cc2)CC1	3.8	9.5	1.0	-2.1	1.7	1.1	-7.5	6.4	-1.6
CC1CCN(C(=O)CN2C(=O)NC3(CCC(C)CC3)C2=O)CC1 (stereo not given)	6.5	6.6	0.0	.	.	3.5	5.1	-2.5	-4.7
N#Cc1c2c(c(-n3cnc4ccccc43)n3c1nc1ccccc13)CCC2	5.0	93.7*	1.0	2.1	3.9	1.1	-4.9	5.5	-1.5
CC(C)C[C@H](NC(=O)c1nc[nH]c1C(=O)NC(c1ccccc1)c1ccccc1)C(=O)OCc1ccccc1	-0.5	-15.1	0.0	-1.7	5.4	1.8	-1.3	1.1	19.0*
CC(NC(=O)C1(S(=O)(=O)c2ccc(Cl)cc2)CC1)c1ccccc1 (stereo not given)	-4.7	8.2	0.0	-1.6	-0.8	2.0	-0.3	-10.0	-1.2
Cc1ccc(-n2ncc(-c3nn[nH]n3)c2N)cc1	-2.4	-1.4	0.0	-1.6	2.3	-1.0	3.4	3.1	-5.8
CCOc1cc(/C=N/NC(=O)c2cccnc2)ccc1OCC(=O)N(C)C	0.6	3.8	0.0	1.6	-4.0	-1.2	3.2	5.6	0.3
COc1cc2c(cc1NC(=O)COC(=O)/C=C/c1ccccc1)oc1ccccc12	4.6	-2.7	6.0	-0.5	5.3	1.9	6.1	26.0	-2.6
O=C(Nc1cc(C(F)(F)F)ccc1N1CCOCC1)C1=NN(c2ccccc2)C(=O)CC1	10.7	24.0	0.0	1.9	-1.1	0.0	1.8	-1.9	2.8
O=C(O)Cc1ccc(NC(=O)c2cccs2)cc1	5.6	9.1	0.0	-0.8	-2.6	-0.2	-7.6	-2.1	-0.2
COc1ccc(F)cc1S(=O)(=O)N1CCC(C(N)=O)CC1	-8.2	-3.2	3.0	-3.2	-2.9	0.0	1.8	-0.2	-4.9
Cc1nc2sc3c(c2c(=O)[nH]1)CCCCC3	-0.2	0.9	0.0	0.9	-0.7	-0.2	1.1	-12.6	-6.5
CCOC(=O)C(=Cc1cn(C)c2ccc(S(=O)(=O)N(C)C)cc12)C(=O)OCC	-3.9	6.4	0.0	-4.2	5.8	-4.3	7.3	5.3	-5.2
Cc1c(C(=O)Nc2ccccc2)cnn1-c1ccccc1	13.2	2.2	3.0	-0.6	-1.1	0.4	1.5	5.0	-3.4
O=C(NCc1cccs1)C1CCCN1C(=O)Nc1cccc(F)c1 (stereo not given)	0.1	17.4	0.0	-5.8	-2.8	1.6	-2.6	6.6	0.4
COc1ccccc1CN1C(=O)[C@@H]2C(CC(N)=O)NC3(C(=O)Nc4c3ccc(Cl)c4C)[C@@H]2C1=O (stereo not given in full)	1.6	1.2	3.0	0.2	0.1	3.6	1.2	13.1	-3.4
CCOC(=O)c1ccccc1NC(=O)CSc1ccccc1	1.6	-14.0	0.0	2.2	6.2	-0.4	-2.0	-11.2	-6.2
Cc1c(C(=O)N2CCOCC2)sc(NC(=O)c2ccc([N+](=O)[O-])cc2)c1C#N	-2.5	-12.8	0.0	-0.1	3.1	0.5	-4.1	1.2	1.4
COc1ccccc1-c1noc(CCCC(=O)N2CCOCC2)n1	6.1	5.3	4.0	-1.4	-9.5	4.2	6.8	1.5	-3.7
O=C(O)C1CN(c2nc(Cl)ccc2[N+](=O)[O-])C1	-4.0	10.4	16.0	4.5	-0.6	-1.1	-10.2	2.7	-1.2
Cc1ccc([N+](=O)[O-])cc1NC(=O)C[n+]1ccccc1	9.0	-4.0	5.0	1.9	-6.1	-2.0	3.7	-24.9	-8.5
CC(/C=N/N1CCN(c2ccccn2)CC1)=C\c1ccccc1	-0.2	6.8	0.0	0.9	1.8	-2.1	4.9	3.2	-2.4
CC1(C(=O)Nc2nnc(C(C)(C)C)s2)Cc2ccccc2C(=O)O1 (stereo not given)	5.0	5.8	0.0	2.4	-2.5	2.3	-0.1	3.7	-2.9
N#C/C(=C\c1c(N2CCOCC2)nc2ccccn2c1=O)S(=O)(=O)c1ccccc1	-5.8	-1.4	0.0	12.6	9.6	1.9	-11.3	-6.0	3.5
Cc1ccc(C(=O)N/N=C/c2ccc([N+](=O)[O-])s2)cc1	-7.7	-12.6	0.0	3.0	-4.3	1.8	8.9	0.3	-0.7

Part of the list above, with values under each structure.
Values run as follows: procasp3 activ | VLA-4 inh | GRK2 aptamer HTS | CTSL1 counter | core dimer inh | PP5 inh | proCasp7 act | GASC-1 inh | PP1 inh
- Cc1ccc([N+](=O)[O-])cc1NC(=O)C[n+]1ccccc1
  9.0 | -4.0 | 5.0 | 1.9 | -6.1 | -2.0 | 3.7 | -24.9 | -8.5
- CC(/C=N/N1CCN(c2ccccn2)CC1)=C\c1ccccc1
  -0.2 | 6.8 | 0.0 | 0.9 | 1.8 | -2.1 | 4.9 | 3.2 | -2.4
- CC1(C(=O)Nc2nnc(C(C)(C)C)s2)Cc2ccccc2C(=O)O1 (stereo not given)
  5.0 | 5.8 | 0.0 | 2.4 | -2.5 | 2.3 | -0.1 | 3.7 | -2.9
- N#C/C(=C\c1c(N2CCOCC2)nc2ccccn2c1=O)S(=O)(=O)c1ccccc1
  -5.8 | -1.4 | 0.0 | 12.6 | 9.6 | 1.9 | -11.3 | -6.0 | 3.5
